Mdm2 ligase inh – MDM2-luciferase reporter signal enhancers, primary screen, MDM2 E3 ligase inhibitor project, cell-based, luminescence, 1536-well. E3 ubiquitin-protein ligase Mdm2 (Homo sapiens), Q00987. cell-based MDM2 ubiquitination luciferase reporter, 2 h; 0 = plate control, 100 = twice control, blank-subtracted. signal enhancement, % at 5 µM. 210,000 compounds, 0.11% hits;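 active = signal enhancement of 30% or more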;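 also: luminescence tracks abundance of the self-degrading MDM2-luciferase fusion protein; higher signal means inhibition of MDM2 E3 ligase activity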
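system = mammalian cells stably expressing self-ubiquitinating, self-degrading MDM2 E3–luciferase fusion | quantity = 2000 cells per well seeded | incubation = 4 h cell settling then 2 h compound exposure, 37 °C | signal = SteadyLite luminescence, 15 min reagent step | benchmarks = plate control and blank wells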
PPC-1+TRAIL kill – compounds killing PPC-1 cancer cells with TRAIL present, primary screen, TRAIL potentiator project, ATPLite luminescence, uHTS; PPC-1 cells + TRAIL, ATPLite viability luminescence; cell killing (% activity), % at 4 µM; 220,000 compounds, 0.41% hits; AID 1443, 2008;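 active = cell killing above 50% in the first pass at 4 µM, then a duplicate retest at 5 µM averaging 50% or more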;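 also: plate controls were cells with TRAIL plus DMSO for no effect and medium-only wells lacking cells for full effect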
TRPML3 ag – human TRPML3 channel agonists, primary screen, cell-based, HEK293 TRPML3-YFP, Fluo-8 calcium fluorescence, 3 µM | 100% = the carbachol control signal | activation, % at 3 µM | 220,000 compounds, 0.29% hits | AID 1448, 2008;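 active = activation above its plate's cutoff, the mean activation of the plate's test wells plus 3 SD, cut at about 12% in these data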;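 also: 0% = DMSO only wells and 100% = carbachol wells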
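Test system: TRPML3-YFP stable HEK293 cells. Doses: single point at 3 µM. Incubation: dye loading 1 h 37 °C then 30 min ambient, 125 s read. Signal: Fluo-8 calcium dye fluorescence, ex 470-495, em 515-575 nm. Measure: percent activation from peak-to-basal fluorescence ratio, scaled between DMSO and carbachol.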
EBV gp42 inh – Epstein-Barr virus gp42 inhibitors, primary screen, biochemical, uHTS, fluorescence polarization. Fluorescence polarization binding assay, mP read-out. inhibition, % (tested at 21.74 µM). 220,000 compounds, 0.42% hits; in the data active = inhibition above about 50%
Target sequence (Q1HVG2 whole entry, looked up): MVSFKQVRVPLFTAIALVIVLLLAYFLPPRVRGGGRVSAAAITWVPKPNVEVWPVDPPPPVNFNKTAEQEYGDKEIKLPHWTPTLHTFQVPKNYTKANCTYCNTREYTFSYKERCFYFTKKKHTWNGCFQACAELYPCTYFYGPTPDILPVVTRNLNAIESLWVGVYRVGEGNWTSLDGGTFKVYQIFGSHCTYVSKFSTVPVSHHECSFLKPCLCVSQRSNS
zfTRPN1 agonist – zebrafish TRPN1 channel agonists, primary screen, cell-based, HEK293, calcium fluorescence; transient receptor potential cation channel N1 (TRPN1/NompC), Danio rerio; HEK293 zebrafish TRPN1-YFP, Fluo-8 calcium fluorescence; 100% = response to 87 µM carbachol; activation, % at 3 µM; 220,000 compounds, 0.18% hits; AID 1424, 2008;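 active = activation above its plate's cutoff, the mean activation of test wells on that plate plus 3 SD, cut at about 19% in these data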;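 also: 0% = DMSO alone and 100% = 87 µM carbachol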
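Material: zebrafish TRPN1-YFP in HEK293 cells; Doses: single test compound dose, 3 µM nominal, 0.3% DMSO; Timing: dye loading 1 h at 37 °C, then 30 min room temperature; Technique: intracellular calcium fluorescence with Fluo-8; Benchmarks: high carbachol 87 µM, low DMSO alone.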
CHOP inhibitor – inhibitors of CHOP promoter induction, primary screen, cell-based, unfolded protein response, luciferase reporter. CHO-K1 CHOP-promoter luciferase, tunicamycin-induced, 15-18 h. inhibition, % at 10 µM. 220,000 compounds, 3.8% hits;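 active = compounds that reduced the stress-induced luciferase reporter signal by more than about 70% of percent inhibition, limit read from the data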;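 also: 0% = tunicamycin plus vehicle and 100% = wells without tunicamycin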
Runt-SMMHC FRET – inhibitors of RUNX1 Runt–CBFb-SMMHC binding, primary screen, biochemical, FRET, Cerulean-Runt, Venus-CBFb-SMMHC, uHTS | Runt-related transcription factor 1 (Homo sapiens) + Core-binding factor subunit beta … | inhibition, % at 20 µM | AID 1434, 2008 | Cerulean-Runt/Venus-CBFb-SMMHC FRET ratio 530/480, 1 h | 220,000 compounds, 0.74% hits;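 active = mean inhibition across duplicate retests at 20 µM reaching about 50%, limit read from the data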;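 also: 0% = DMSO wells and 100% = wells with excess untagged CBFb-SMMHC; inhibitors lower the FRET ratio by blocking Runt binding to CBFb-SMMHC; some results filed as inactive read as strong as hits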
Target sequence (Q01196 whole entry, looked up): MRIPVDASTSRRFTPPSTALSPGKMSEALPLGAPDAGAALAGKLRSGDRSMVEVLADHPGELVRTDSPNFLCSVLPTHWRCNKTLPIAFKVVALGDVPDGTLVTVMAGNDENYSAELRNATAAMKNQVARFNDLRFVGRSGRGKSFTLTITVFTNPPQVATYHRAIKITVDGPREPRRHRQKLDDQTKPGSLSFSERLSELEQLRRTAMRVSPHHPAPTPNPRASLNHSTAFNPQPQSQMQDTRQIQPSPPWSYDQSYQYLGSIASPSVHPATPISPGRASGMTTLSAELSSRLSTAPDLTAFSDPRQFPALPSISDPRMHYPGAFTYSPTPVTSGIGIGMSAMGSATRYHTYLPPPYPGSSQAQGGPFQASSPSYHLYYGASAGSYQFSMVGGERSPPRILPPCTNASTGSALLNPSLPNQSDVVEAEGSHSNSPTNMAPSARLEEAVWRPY
Target sequence (Q13951 whole entry, looked up): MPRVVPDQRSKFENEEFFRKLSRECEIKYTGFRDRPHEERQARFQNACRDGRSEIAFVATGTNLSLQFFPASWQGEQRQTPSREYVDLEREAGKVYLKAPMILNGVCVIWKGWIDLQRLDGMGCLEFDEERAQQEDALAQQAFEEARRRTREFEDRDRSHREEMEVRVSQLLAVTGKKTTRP
TNF death inh – inhibitors of TNF-alpha triggered necroptosis, primary screen, cell-based, Jurkat FADD-/-, single concentration; Jurkat FADD-/- TNF necroptosis rescue, ATP luminescence, 24 h; 0 = TNF only, 100 = no-TNF cells; activation (protection from cell death), % at 10 µM; 220,000 compounds, 0.068% hits; AID 463075, 2010;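 active = activation, meaning protection from cell death, of at least 50% relative to plate controls; inactive = activation below 50%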;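 also: necroptosis triggered by 40 ng/mL TNF-alpha added together with compound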
p47phox inh – p47phox/p22phox peptide binding inhibitors, primary screen, biochemical, uHTS, NADPH oxidase regulatory subunit; Neutrophil cytosol factor 1 (Homo sapiens), P14598; inhibition, % at 24.7 µM; 220,000 compounds, 0.53% hits; fluorescence polarization, 2 h;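 active = inhibition above about 30%, limit read from the data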;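 also: 0% = p47phox with labelled peptide and 100% = labelled peptide alone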
An asterisk follows results filed as active; · = no result given.

SMILES	Mdm2 ligase inh	PPC-1+TRAIL kill	TRPML3 ag	EBV gp42 inh	zfTRPN1 agonist	CHOP inhibitor	Runt-SMMHC FRET	TNF death inh	p47phox inh
CCOC(=O)c1cc(NC(=O)NCc2ccco2)c(C)nc1C	-6.8	0.6	0.6	-2.4	-0.1	21.2	-0.7	-0.3	-8.8
COc1ccc(-c2cccc(C(=O)Nc3ccc(C)cc3)c2)cc1	-20.7	19.4	0.2	-3.3	0.0	43.9	-1.9	1.0	0.2
COc1ccccc1OC(=O)c1ccc(SC)cc1OC	-1.6	-0.2	-1.0	-14.9	-1.4	18.2	2.8	-0.7	7.2
COc1ccc(CCC(=O)Nc2sccc2C#N)cc1	-14.6	0.7	0.4	-4.1	-1.3	13.2	-4.3	2.2	-47.0
CCc1ccccc1NC(=O)N1CCC(NC(=O)C(Cc2ccc(OC)c(OC)c2)NC(C)=O)CC1 (centres undefined)	-30.1	5.6	0.5	-3.9	0.9	8.7	2.7	-0.9	-5.0
CCN1CCN(c2cc(C)c3cc(NC(=O)c4ccccc4F)ccc3n2)CC1	-13.3	23.0	-0.5	-7.1	0.6	-31.8	-9.9	3.2	-9.6
Cc1nn(C)c(C)c1NC(=O)CCSc1nc(-c2ccco2)cc(C(F)(F)F)n1	-5.7	5.1	0.0	-1.1	0.6	58.8	-7.3	-1.8	-8.9
COC(=O)c1sc(S(=O)(=O)N2CCCCC2)c(C(=O)OC)c1C	-2.4	-12.2	-0.1	-11.4	-1.9	5.8	1.8	-0.6	2.9
Cc1ccc(S(=O)(=O)N2CCCOC2CNC(=O)C(=O)NCc2ccco2)cc1 (centres undefined)	-0.8	9.7	-0.4	-3.1	-0.9	24.4	3.5	-1.3	-9.0
C=CCn1c(SCC(=O)Nc2sccc2C(N)=O)nc2ccccc2c1=O	-21.9	-12.3	-0.3	-17.0	0.8	51.2	-0.4	2.4	-8.6
O=C(Nc1ccc(Cl)c(S(=O)(=O)N2CCOCC2)c1)c1ccccc1-c1ccc(C(F)(F)F)cc1	-9.7	3.8	0.5	-25.7	-0.2	10.7	-1.4	5.1	-6.8
COc1ccc(NC(=O)N2CCC(CO)(CC3CCCCO3)CC2)c(OC)c1 (centres undefined)	-2.8	7.5	1.1	7.2	1.2	8.0	0.5	-0.3	2.8
O=C(CCn1c(=O)[nH]c2ccccc2c1=O)N1CCN(c2ccc(Cl)cc2)CC1	8.9	12.0	-0.7	-1.2	-0.4	29.5	-0.5	0.3	-11.2
CCCCN1C2CCCC1CC(NC(=O)C1CCCCC1)C2 (centres undefined)	-11.6	23.6	1.3	-16.9	0.6	-20.9	6.5	-0.4	6.8
Cc1cccc(C(=O)NC(=S)Nc2ccccc2C(=O)O)c1	-9.1	-9.8	0.1	-10.7	0.6	-7.2	1.2	0.5	-4.6
CCCCn1c(N)c(C(=S)NC(=O)CC(C)(C)C)c(=O)n(C)c1=O	-10.1	21.7	0.5	-11.0	-0.8	-23.9	0.4	-0.8	-5.4
CC(=O)c1ccc(-c2ccccc2[C@H]2[C@H]3C=CC[C@@H](C)[C@@H]3C(=O)N2Cc2ccccc2)cc1	19.8	13.1	·	-8.0	·	16.1	4.6	-5.4	-7.9
O=C(C1CCCCC1)N1CCCn2c1nc1ccccc12	-0.5	9.7	0.9	-3.8	0.0	-2.1	1.6	-1.1	8.3
COC(=O)c1[nH]c(C)c(/C(O)=C2\C(=O)C(=O)N(CCN(C)C)C2c2cccs2)c1C (centres undefined)	-4.6	-14.1	0.2	-8.3	0.3	11.4	2.3	-2.7	-18.1
O=C(CNC1CCCCCC1)Nc1ccccc1N1CCOCC1	-14.3	10.5	4.1	5.4	-0.3	-2.2	2.6	2.1	0.5
CCCCCn1c(=O)[nH]c2cc(C(=O)NCc3ccco3)ccc2c1=O	-12.5	7.4	0.7	-30.0	-0.9	52.7	0.4	0.4	-11.5
CC(=O)N1N=C(c2cccc(Br)c2)OC12CCCC2	-31.8	-5.2	-0.6	1.5	0.7	3.5	2.1	-2.4	-5.2
CCc1ccccc1OCc1nnc(N)s1	-6.0	1.4	0.1	-17.4	-0.9	12.9	2.6	0.0	-9.2
Cc1cc(C)cc(N(CC(=O)NCCSCc2ccccc2)S(C)(=O)=O)c1	-4.2	14.7	-0.2	7.8	-1.0	-2.5	-0.5	-0.1	-4.5
N#Cc1c(/N=C/c2ccco2)oc(-c2ccccc2)c1-c1ccccc1	-10.8	17.6	-0.7	7.3	-0.7	37.8	-1.1	-0.5	-0.7
COC(=O)CSc1nc2sc3c(c2c(=O)n1C1CCCCC1)CCN(C)C3	18.3	0.1	0.9	-1.2	1.9	3.4	32.5	-1.5	-18.2
CCCCN(C(=O)c1ccc(Cl)c([N+](=O)[O-])c1)c1c(N)n(CCC)c(=O)[nH]c1=O	-6.1	-25.9	-0.4	-4.3	2.1	-0.5	-0.1	0.5	4.0
N#Cc1c(C#N)c(-c2ccccc2)n(-c2ccc(C(=O)O)cc2)c1N	21.4	-1.9	0.2	-21.6	2.0	-8.4	1.4	-2.0	-9.4
CCOC(=O)c1c(C)c(C(=O)NCC2CCCO2)c(C)n1CC (centres undefined)	-16.2	24.7	1.1	15.3	-1.0	27.1	-4.6	2.2	8.8
Nc1c(NCCCN2CCOCC2)c2ccccc2oc1=O	-6.9	37.6	0.4	-19.3	0.4	-5.2	-7.4	-0.9	-10.1
Cc1nn(C)c(C(=O)NN)c1Cl	-15.3	6.1	0.7	-15.6	0.7	-7.3	0.9	0.7	0.3
CCOc1cc(/C=C2\CCCC(C(=O)C(F)(F)F)=C2O)ccc1O	24.4	9.2	0.0	-23.7	-0.7	74.8*	-13.2	2.7	-20.8
Cc1nc2nc(NCc3cccs3)nn2c(C)c1Cl	4.4	-4.4	-0.1	-0.5	-1.3	6.3	3.1	0.8	-3.7
Cc1ccc(S(=O)(=O)C(C#N)c2nc3ccccc3nc2N2CCN(C)CC2)cc1C (centres undefined)	-15.4	3.0	0.9	0.1	2.1	0.9	45.6	1.0	-7.4
NC(=O)c1ccc(Sc2nnc(-c3cccs3)n2CC2CCCO2)c([N+](=O)[O-])c1 (centres undefined)	-9.8	0.7	-0.1	4.1	-1.6	8.2	-6.6	1.4	-0.4
C=CCn1c(SCC(=O)Nc2ccc3c(c2)OCO3)nc2ccccc2c1=O	-9.7	23.7	-0.6	-12.1	-0.2	-23.0	-3.9	-1.7	-13.1
Cc1cc(C)n(CCCC(=O)O)n1	-11.5	-2.7	0.5	-19.9	2.5	-4.1	-4.9	0.2	-9.7
CCNc1nc(NC(C)C)nc(N(C#N)CCOc2ccc(Cl)cc2Cl)n1	1.2	14.5	1.0	3.8	-0.9	76.0*	4.1	-1.2	-8.5
Cc1ccccc1C(=O)NC(=S)Nc1ccc(S(=O)(=O)N(C)c2ccccc2)cc1	-15.1	1.8	1.3	-9.6	0.7	76.9*	4.0	-2.3	-7.4
O=C(NCCc1ccccc1)c1cc(=O)[nH]c2ccccc12	-35.3	3.5	-2.1	-17.0	-1.5	11.9	18.1	1.3	-5.3
COc1cc2c(cc1OC)C(C(=O)Nc1ccccc1N1CCN(C)CC1)C1c3ccccc3CCN1C2=O (centres undefined)	-0.7	1.4	1.2	-21.1	2.1	8.8	0.1	1.2	-5.9
O=C(O)CSc1nnc(-c2ccc(S(=O)(=O)N3CCCC3)cc2)n1Cc1ccco1	·	-9.4	0.3	-18.2	0.4	-1.9	17.8	1.2	-6.0
NC(=O)C1CCN(c2c([N+](=O)[O-])cc(C(F)(F)F)cc2[N+](=O)[O-])CC1	-6.9	5.2	1.4	-3.4	0.9	11.1	-8.9	0.4	1.1
CC(Oc1cccc(Cl)c1)C(=O)Nc1ccncc1 (centres undefined)	-17.8	10.8	1.1	-26.2	3.5	34.6	-6.2	1.1	-2.3
COc1ccccc1/C=N/n1c(C)nnc1-n1nc(C)cc1C	3.3	-17.5	0.5	-2.8	0.5	11.1	-2.1	0.1	-11.8
Cc1ccc(C)c(NC(=S)NNC(=O)c2ccco2)c1	-10.2	19.8	0.3	-4.7	-0.7	14.4	-5.0	-0.9	-9.7
CC(=O)NC(CC(=O)NC1CCCCC1)c1ccccc1 (centres undefined)	0.1	-18.6	1.0	-40.0	-0.3	1.9	-0.1	2.1	-21.9
Cc1cc2ncn(CC3CC3(Cl)Cl)c2cc1C (centres undefined)	-6.2	-2.5	-0.4	-14.8	-2.1	57.6	-0.6	2.1	-10.7
CCOC(=O)C1(Cc2ccccc2C(F)(F)F)CCN(C2CCSC2)CC1 (centres undefined)	-22.4	-12.8	1.6	-17.0	-1.2	20.6	-2.0	1.0	-5.8
CCOc1ccc(OCC(=O)Nc2ccc(S(=O)(=O)Nc3cc(C)nc(C)n3)cc2)cc1	-17.1	13.6	0.0	-0.6	0.6	27.8	-3.9	-0.4	4.1
CCN(Cc1ccncc1)C(=O)CCc1nnc(CCC2CCCCC2)o1	11.0	-0.9	1.1	-24.6	-0.5	-15.2	-6.2	1.3	-12.9
C=CCN1C(=O)C(CC(=O)O)SC1=Nc1cccc([N+](=O)[O-])c1 (centres undefined)	2.5	27.9	0.7	-13.3	0.6	10.5	-6.5	0.0	-5.3

Compound profiles, as listed above. Screens in order: Mdm2 ligase inh, PPC-1+TRAIL kill, TRPML3 ag, EBV gp42 inh, zfTRPN1 agonist, CHOP inhibitor, Runt-SMMHC FRET, TNF death inh, p47phox inh
CCOC(=O)C1(Cc2ccccc2C(F)(F)F)CCN(C2CCSC2)CC1 (centres undefined) as listed: -22.4, -12.8, 1.6, -17.0, -1.2, 20.6, -2.0, 1.0, -5.8
NC(=O)C1CCN(c2c([N+](=O)[O-])cc(C(F)(F)F)cc2[N+](=O)[O-])CC1 as listed: -6.9, 5.2, 1.4, -3.4, 0.9, 11.1, -8.9, 0.4, 1.1
CCOc1ccc(OCC(=O)Nc2ccc(S(=O)(=O)Nc3cc(C)nc(C)n3)cc2)cc1 as listed: -17.1, 13.6, 0.0, -0.6, 0.6, 27.8, -3.9, -0.4, 4.1
Cc1ccc(C)c(NC(=S)NNC(=O)c2ccco2)c1 as listed: -10.2, 19.8, 0.3, -4.7, -0.7, 14.4, -5.0, -0.9, -9.7
